# Compound activity (PubChem BioAssay)
# TEAD-YAP block: TEAD-YAP interaction inhibition; HEK-TIYL cells, TEAD-Gal4/YAP UAS-luciferase luminescence; inhibition, % at 9.12 µM; actives 1.4% (n = 640,000); AID 1259422; in the data active = inhibition above about 32%;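 note: 0% = median of test compound wells and 100% = reference inhibitor wells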
# FBW7 act: human FBW7 E3 ligase activation, primary screen. Q969H0. AlphaScreen FBW7–phospho-cyclin E peptide binding, activator screen. normalized activity (activation), % at 26.1 µM. actives 0.13% (n = 650,000). AID 1259310; in the data active = normalized activity above about 1.9%;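 note: purified mutant Fbw7 with reduced substrate affinity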
# GPR151 ag: activates the human receptor GPR151; Q8TDV0; PathHunter beta-arrestin GPR151 cells, luminescence; activation, % at 11.2 µM; actives 1% (n = 650,000); AID 1508602; in the data active = activation above about 4.9%;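 note: 0% = median of compound wells and 100% = cells with positive control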
# Target sequence (Q8TDV0 whole entry, looked up): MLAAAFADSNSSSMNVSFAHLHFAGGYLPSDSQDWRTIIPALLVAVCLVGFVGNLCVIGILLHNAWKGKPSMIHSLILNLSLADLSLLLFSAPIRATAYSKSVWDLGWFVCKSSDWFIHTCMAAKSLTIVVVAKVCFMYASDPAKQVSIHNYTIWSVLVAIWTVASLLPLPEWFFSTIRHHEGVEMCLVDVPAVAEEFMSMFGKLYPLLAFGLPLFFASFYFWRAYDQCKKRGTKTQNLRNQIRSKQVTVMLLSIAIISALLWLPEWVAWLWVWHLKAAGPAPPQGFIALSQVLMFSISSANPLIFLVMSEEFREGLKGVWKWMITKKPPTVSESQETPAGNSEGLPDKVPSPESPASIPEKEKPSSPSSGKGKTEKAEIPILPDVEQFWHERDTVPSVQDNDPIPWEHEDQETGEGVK
# MITF inh: inhibitors of human MITF | AID 1259374 | O75030 | actives 0.91% (n = 650,000) | inhibition, % at 2.6 µM | AlphaScreen MITF homodimerization, bead proximity signal; in the data active = inhibition above about 50%;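 note: 0% = vehicle wells with protein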
# Target sequence (O75030 whole entry, looked up): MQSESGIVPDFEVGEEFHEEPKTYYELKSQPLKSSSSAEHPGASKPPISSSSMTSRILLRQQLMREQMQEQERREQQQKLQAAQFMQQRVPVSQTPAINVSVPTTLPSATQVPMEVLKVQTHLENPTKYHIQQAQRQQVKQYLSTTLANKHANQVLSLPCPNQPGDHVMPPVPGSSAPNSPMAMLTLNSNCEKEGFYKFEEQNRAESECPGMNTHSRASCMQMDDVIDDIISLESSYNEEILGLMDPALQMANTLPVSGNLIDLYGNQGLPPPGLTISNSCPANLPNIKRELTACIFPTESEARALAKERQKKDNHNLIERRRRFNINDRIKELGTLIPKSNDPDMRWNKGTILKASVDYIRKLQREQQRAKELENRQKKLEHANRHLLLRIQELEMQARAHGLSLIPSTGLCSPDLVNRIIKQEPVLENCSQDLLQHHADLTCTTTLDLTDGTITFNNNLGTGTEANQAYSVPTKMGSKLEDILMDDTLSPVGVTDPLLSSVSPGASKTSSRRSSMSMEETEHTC
# Starred values were filed as active, the others as inactive. An unsorted share of the library. About 3.5% of those tested had a hit in this group.
Structure	GPR151 ag	MITF inh	TEAD-YAP block	FBW7 act
Cc1cc2c(cc1S(=O)(=O)C(C)CC(=O)NC1CCCCC1)OCC(=O)N2 (centres undefined)	0.0	-3	2	-0.1
COc1ccc(C2/C(=C(\O)c3ccc(C)cc3)C(=O)C(=O)N2c2ncc(S(=O)(=O)c3ccc([N+](=O)[O-])cc3)s2)cc1 (centres undefined)	-1.0	14	3	-0.1
COc1ccc(C(=O)O/N=C(\N)c2cccc(Br)c2)cc1OC	-0.1	-13	2	0.0
CC(=O)Nc1ccc(N=Cc2c(C)[nH]n(-c3ccccc3)c2=O)cc1	-0.2	0	13	-0.2
COC(=O)c1ccc(N2C(=O)CC(N3CCN(c4ccc([N+](=O)[O-])cc4)CC3)C2=O)cc1 (centres undefined)	-1.1	5	0	0.1
CC(=O)N1CCc2ccc(NC(=O)c3cccs3)cc21	0.8	6	-20	0.0
Nc1cc(N)cc(C(=O)OCC(=O)Nc2cc3c(cc2Cl)C(=O)c2ccccc2C3=O)c1	0.4	9	-29	-0.1
CCOC(=O)C1CCCN(Cc2oc(CO)cc(=O)c2O)C1 (centres undefined)	0.6	4	-1	-0.2
CCCOc1cc(C(N)CC(=O)OC)ccc1OC (centres undefined)	1.1	0	4	0.3
Nc1cccc(-c2nc(NCc3nc4ccccc4[nH]3)c3[nH]cnc3n2)c1	-0.9	6	0	-0.2
N#Cc1cc2c(nc1SCC(=O)Nc1ccccc1C(=O)O)CCC2	-1.5	4	7	0.2
N#CCN(CC#N)C(=O)c1ccc(Cl)cc1[N+](=O)[O-]	0.8	-3	7	-0.1
c1ccc(Cn2nnnc2CN2CCN(Cc3ccc4c(c3)OCO4)CC2)cc1	0.9	6	2	-0.2
COc1cccc(CNc2cccc(C)c2)c1OC	3.3	78*	4	-0.4
CCOC(=O)N1CCN(c2ccc(C(=O)Nc3ccc(Oc4ccccc4)cc3)cc2[N+](=O)[O-])CC1	-1.3	10	-2	0.0
CCOC(CNC(=O)c1sc2ncnc(N3CCCCC3)c2c1C)OCC	0.6	7	-1	0.1
N#C/C(=C/c1ccc(-c2ccc(C(=O)O)cc2)o1)C(=O)NC1CCCC1	0.1	1	-49	-0.6
COC(=O)C1CC(=O)N(Cc2ccccc2)C12CCN(Cc1cccc3ncccc13)CC2 (centres undefined)	3.3	10	2	0.0
COc1cccc(C(=O)NCc2nnc(SCC(=O)N3N=C(c4cccs4)CC3c3ccc(F)cc3)n2CCc2ccccc2)c1 (centres undefined)	1.1	6	12	0.3
CCOC(=O)c1c(NC(=O)Cn2nc(C(F)(F)F)c3c2CCC3)sc(C(C)=O)c1C	-0.8	-9	-6	0.0
Cc1cc(C)cc(NC(=O)CCN2C(=O)c3cccc([N+](=O)[O-])c3C2=O)c1	0.7	6	5	0.0
CC(C)N(CCNC(=O)c1cccc(-c2ccc(N3CCN(C)CC3)cc2)n1)C(C)C	3.2	-6	1	-0.1
COc1ccc(Nc2cc(C)nc3nc(C)nn23)cc1Cl	1.4	8	10	-0.1
COc1cc(C(=O)N2N=C(c3ccc(C)cc3)CC2c2ccc(Br)cc2)cc(OC)c1OC (centres undefined)	-0.6	18	-8	0.1
COc1ccc(CNC(=O)c2c(OC)cc(=O)n3c2CCN(C(=O)CSC)CC3)cc1	0.6	-16	-14	0.1
O=S(=O)(NC1CCCCC1Sc1ccccn1)c1ccccc1 (centres undefined)	0.1	10	3	0.7
CCOc1ccc(/C=N/NC(=O)Cc2cccs2)cc1OC	-0.8	10	-34	-0.1
O=C(Nc1ccc2[nH]ncc2c1)[C@@H]1C[C@@H](O)CN1C(=O)Cc1ccc(Br)cc1	-0.5	9	0	0.2
CCS(=O)(=O)c1nsc2nc(=O)c(/C=C3\C(C)=Nc4ccccc43)c(N)n12	0.6	-1	9	-0.2
CCCOc1ccc(/C=C/C(=O)Nc2cc([N+](=O)[O-])ccc2OC)cc1OC	-1.6	-10	-6	-0.1

# A different layout for some results above:
CCOC(=O)c1c(NC(=O)Cn2nc(C(F)(F)F)c3c2CCC3)sc(C(C)=O)c1C
  GPR151 ag: -0.8; MITF inh: -9; TEAD-YAP block: -6; FBW7 act: 0.0
COc1ccc(C(=O)O/N=C(\N)c2cccc(Br)c2)cc1OC
  GPR151 ag: -0.1; MITF inh: -13; TEAD-YAP block: 2; FBW7 act: 0.0
O=S(=O)(NC1CCCCC1Sc1ccccn1)c1ccccc1 (centres undefined)
  GPR151 ag: 0.1; MITF inh: 10; TEAD-YAP block: 3; FBW7 act: 0.7

# Going on with the list:
Structure	GPR151 ag	MITF inh	TEAD-YAP block	FBW7 act
O=C(O)C1Cc2[nH]cnc2C(c2cccc([N+](=O)[O-])c2)N1 (centres undefined)	-1.2	-3	-1	0.0
C=CCOc1ccc(Oc2cc(C)nc(Cl)n2)nn1	0.0	8	9	-0.1
COc1ccccc1NC1=C(Cl)C(=O)OC1OC(=O)c1ccccc1Br (centres undefined)	2.6	7	5	0.1
CCOC(=O)C1CCN(C(=O)c2cc(Br)ccc2Cl)CC1	-0.3	10	3	0.9
CC1CN(CC(=O)NCc2nc(-c3ccccc3)cs2)Cc2ccccc2O1 (centres undefined)	-0.9	15	4	0.7
COc1cccc(-c2nc3sc4c(c3c(=O)n2Cc2cccc(F)c2)CCCC4)c1	0.5	10	-2	0.0
CC1CCN(C(=O)CCNC(=O)c2ccc(Cl)cc2)CC1	2.0	7	-4	-0.2
Cc1nc2ccccc2n1CCO	0.5	-2	-8	-0.1
CN(Cc1nc2ccccc2s1)C(=O)CCc1nnc(CCc2c[nH]c3ccccc23)o1	1.0	-1	24	-0.1
Cc1cccc(C(=O)Nc2ccc3c(c2)C(=O)Nc2ccccc2O3)c1	0.2	12	16	0.2
Cc1ccc(-n2c(SCc3cccnc3)nc3c(sc(=S)n3-c3cc(C)ccc3F)c2=O)cc1	1.0	12	2	-0.1
O=C(N/N=C/c1c[nH]c2ccccc12)C1CC1c1ccccc1 (centres undefined)	0.3	17	11	-0.2
COc1cccc(-c2cc(C(F)(F)F)n3ncc(C(=O)N4CCOCC4)c3n2)c1	1.6	-9	4	0.6
O=C(C1CCC1)N1CCc2cc(S(=O)(=O)Nc3ccc4c(c3)OCO4)ccc21	1.2	4	11	0.1
CCC(=O)n1nc(-c2ccco2)nc1SC	1.7	-11	-14	0.6
Cc1ccccc1C(=O)NCC1Cc2c(F)ccc(-c3ccncc3)c2O1 (centres undefined)	0.4	12	11	0.3
Cc1c(C(=O)Nc2ccc(C(F)(F)F)cc2)sc2ncn(CC(=O)N3CCCCC3)c(=O)c12	-0.6	10	2	-0.1
COc1ccc(C2C=C(c3ccc(C)cc3)Nc3ncnn32)c(OC)c1OC (centres undefined)	-0.1	15	47*	0.1
O=c1c2ccccc2ncn1CCCOc1ccc(I)cc1	-1.0	10	-8	-0.2
NCCC(c1ccccc1)c1ccc2c(c1)OCO2 (centres undefined)	0.1	9	-2	0.1
O=[N+]([O-])c1cccc(SSc2cccc([N+](=O)[O-])c2)c1	1.0	9	13	0.1
Cc1cc(F)c(F)cc1C(=O)N1C(C)CCCC1C (centres undefined)	1.0	-7	6	0.1
O=C1CC(=O)N(Cc2ccccc2)CCN1Cc1ccccc1	0.4	3	2	-0.1
CCOC(=O)C1=C(CC)NC2=C(C(=O)CC(C)(C)C2)C1c1ccccc1 (centres undefined)	0.1	-1	-1	-0.1
COc1cc(C(SCCO)C2CCc3ccccc3C2=O)cc(OC)c1OC (centres undefined)	-1.0	2	-29	0.5
Nc1c(C(=O)C2CC2)sc2nc3c(cc12)CCCC3	-3.6	-15	-45	0.4
CC(=O)N1CCN(Cc2ccc3c(c2)CN(Cc2cccc(C(F)(F)F)c2)CCO3)CC1	0.9	1	11	-0.1
Cc1cc(C(=O)OCC(=O)Nc2ccc(C#N)cc2)c(C)n1-c1ccccc1	1.8	3	7	0.6
O=C1CCCc2nc(N3CCN(Cc4ccc5c(c4)OCO5)CC3)ncc21	-0.7	11	6	0.6
CC(C)NC(=O)CSc1nc2ccccc2n1CC(=O)N1c2ccccc2CC1C (centres undefined)	-0.8	5	-1	0.0
CCOc1ccccc1NC(=O)Cc1ccccc1[N+](=O)[O-]	-1.4	12	0	0.7
CCCc1nc(NCCCO)c2nnn(Cc3ccccc3F)c2n1	-0.6	-1	2	0.0
CC(C)C(c1nnnn1Cc1ccccc1)N1CCc2ccccc2C1 (centres undefined)	-1.0	-12	2	-0.1
CCCOc1ccc(C2NC(=O)NC(C)=C2C(=O)OCCSCC)cc1 (centres undefined)	-0.6	11	-5	0.3
CCOC(=O)c1nn(-c2ccc(OC)cc2)c(=O)c2c(NC(=O)C(C)Cl)scc12 (centres undefined)	-1.0	11	0	-0.1
CCOc1ccc(-n2c(=S)sc3c(=O)n(-c4ccccc4)c(SCc4ccccc4Cl)nc32)cc1	-1.0	-9	1	-0.1
CN1C(=O)C(C)(C)c2cc(S(=O)(=O)N3CCC(Cc4ccccc4)CC3)ccc21	-0.9	3	6	0.2
CCN(CC)C(=O)C1CCCN(c2nc3ncnc(Nc4ccc(N5CCOCC5)cc4)c3[nH]2)C1 (centres undefined)	-3.3	-4	44*	-0.2
CC12CCCCC1C2C(=O)N/N=C\c1ccc(Br)cc1 (centres undefined)	-0.5	-1	-8	0.1
O=c1[nH]c(NCc2ccco2)nnc1Cc1ccccc1	-0.2	2	22	-0.1
CCOc1ccc(NC(=S)NNC(=O)c2ccncc2)cc1	-1.2	11	-7	0.0
CC(=O)Nc1sc2c(c1C(=O)Nc1ccc(Br)cc1)CCCC2	0.6	2	3	-0.1
CCCC(=O)Nc1c(C(=O)OCC)[nH]c2ccc(F)cc12	3.3	18	2	0.1
COc1cc(Nc2nc(-c3ccc(C4CCCCC4)cc3)cs2)c(OC)cc1Cl	-0.6	-16	-7	0.0
CCOP(=O)(OCC)c1nc(-c2ccccc2)oc1N1CCOCC1	0.9	10	2	-0.1
Cc1ccc(-n2c(O)c(C=Nc3ccc(S(=O)(=O)Nc4nccs4)cc3)c(=O)[nH]c2=O)cc1	-1.0	-24	-2	0.1
O=C(NCC1CCCO1)c1cnn2c1NC(c1ccc(Br)cc1)CC2C(F)(F)F (centres undefined)	0.9	-19	-5	0.3
O=C(CSc1ccc(C(F)(F)F)cc1[N+](=O)[O-])NCCOc1cccc2ccccc12	-0.3	3	-9	-0.1
COC(=O)c1c(NC(=O)c2ccc([N+](=O)[O-])cc2)sc(C)c1C	0.5	3	2	-0.2
C=CCN1C(=O)c2ccc(Br)cc2C1=O	-0.5	-14	-5	0.1
CCC(C)NC(=O)c1ccc2c(c1)N(Cc1ccccc1)C(=O)CS2 (centres undefined)	-0.1	7	16	-0.1
CCOc1ccc(NC(=O)C2CCCN(C(=O)NCc3ccccc3)C2)cc1 (centres undefined)	-0.5	8	-2	-0.1
Cc1ccc([C@H]2C(C#N)=C(N)Oc3cc(C)oc(=O)c32)o1	1.2	4	7	-0.1
Cc1ccc2cc(N)ccc2n1	-0.1	6	-5	0.0
O=C1NCCN(CCCc2ccccc2)C1CC(=O)N1CCN(c2ncccn2)CC1 (centres undefined)	-0.1	-8	-9	0.1
C/C(=N\NC(=O)NC1CCCCC1)c1ccco1	-0.9	9	-4	-0.1
O=C(c1ccccc1)c1ccc(CSc2nnnn2-c2ccccc2)cc1	-0.2	4	-6	0.1
CCc1nnc(SC(CC)C(=O)N2CCOCC2)c2cc3sccc3n12 (centres undefined)	1.5	-1	11	-0.1
CCC(=O)N1CCN(c2ccccc2NC(=O)c2ccccc2[N+](=O)[O-])CC1	2.0	6	0	0.0
CC(=O)Nc1ccc(C(=O)OCc2nnc(-c3ccccc3)o2)cc1	-0.8	6	4	0.1

# Just FBW7 act, TEAD-YAP block and GPR151 ag, for 2 of the compounds above:
compound	FBW7 act	TEAD-YAP block	GPR151 ag
CCCOc1ccc(C2NC(=O)NC(C)=C2C(=O)OCCSCC)cc1 (centres undefined)	0.3	-5	-0.6
CCOC(=O)c1nn(-c2ccc(OC)cc2)c(=O)c2c(NC(=O)C(C)Cl)scc12 (centres undefined)	-0.1	0	-1.0

# The listing continues.
Structure	GPR151 ag	MITF inh	TEAD-YAP block	FBW7 act
CCC(C)C(=O)N1CCC(n2nccc2NC(=O)Nc2cccc(F)c2)CC1 (centres undefined)	6.6*	13	-24	0.1
CCn1ncc(Cl)c1C(=O)Nc1cc(Cl)ccc1Cl	-1.2	4	-2	1.9*
CSCCC(NS(=O)(=O)c1ccc(-c2ccccc2)cc1)C(=O)O (centres undefined)	0.3	13	11	0.1
O=C(Nc1nc2c(s1)CCCC2)c1ccc(S(=O)(=O)N2CCCCC2)cc1	-1.0	12	-11	0.4
Cc1ccc(S(=O)(=O)Nc2cccc(C(F)(F)F)c2)cc1N	1.8	-9	6	0.1
O=C(CCc1nnc(CCCCc2ccccc2)o1)N1CCOc2ccccc2C1	4.6	-9	0	0.1
CCOC(=O)c1ccc(N2NC(=O)/C(=C/c3ccc(Br)cc3)C2=O)cc1	2.1	-3	7	-0.1
CCOC(=O)C1=C(C)N=c2s/c(=C/c3cn(Cc4ccc(Cl)c(Cl)c4)c4ccccc34)c(=O)n2C1c1ccc(OC)cc1 (centres undefined)	-0.5	3	-1	-0.1
